Xi reactivation: X-chromosome reactivation activator | XiGFP mouse fibroblasts, % GFP-positive cells imaging, 3 d; cells co-treated with 5-aza-dC sensitizer; scaled so ellipticine positive control = 100% | activation, % at 7.58 µM | 0.055% of 360,000 active;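 active = mean normalized replicate activation at least 10% and every replicate at or above 10%; inconclusive = only one of the two criteria met; inactive = mean below 10% and not all replicates reach 10%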;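 also: 0% = median of on-plate neutral control wells and 100% = ellipticine 6 µM median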
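Material: XiGFP fibroblasts, SV40-immortalized. Buffer or medium: DMEM plus 5-aza-dC sensitizer. Compound: single concentration per compound, delivered by pin transfer. Times: 3 days compound exposure. Controls: ellipticine 6 µM.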
esBAF inh: SWI/SNF esBAF complex inhibition | mouse ES cells, Bmi1-luciferase knock-in reporter, 24 h; 100% = twice the neutral-well signal | reporter increase, % at 12.5 µM | 2% of 350,000 active; in the data active = activation above about 40%; inconclusive = no clear call, values can overlap the other calls;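 also: 0% = median of the plate's neutral control wells and 100% = double that signal; a rise in the Bmi1 reporter signal indicates esBAF inhibition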
S100A4 inh HTS: S100A4-myosin IIA interaction inhibition. P26447. S100A4/TAMRA-MyoIIA peptide fluorescence polarization. inhibition, % at 10.7 µM. 0.14% of 360,000 active;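 active = mean inhibition of at least 70% across replicates, with every replicate also reaching that level; inconclusive = mean inhibition reaches 70% but some replicates fall short; inactive = mean inhibition below 70%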
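assay system = human S100A4 monomer with TAMRA-labelled myosin IIA peptide | also added = labelled myosin peptide probe, 5 nM | incubation = 5 min between mix addition and reading | control set = DMSO and TFP controls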
ERp5 block: ERp5 (human) disulfide isomerase inhibition; ERp5 insulin aggregation, absorbance 650 nm, 90 min; inhibition, % at 9.99 µM; 0.05% of 350,000 active; AID 651711;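 active = mean replicate inhibition above about 25%, with every replicate also reaching it, limit read from the data, passing the limit was not always enough; inconclusive = only one of those two criteria met; inactive = neither criterion met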
Target sequence (Q15084 whole entry, looked up): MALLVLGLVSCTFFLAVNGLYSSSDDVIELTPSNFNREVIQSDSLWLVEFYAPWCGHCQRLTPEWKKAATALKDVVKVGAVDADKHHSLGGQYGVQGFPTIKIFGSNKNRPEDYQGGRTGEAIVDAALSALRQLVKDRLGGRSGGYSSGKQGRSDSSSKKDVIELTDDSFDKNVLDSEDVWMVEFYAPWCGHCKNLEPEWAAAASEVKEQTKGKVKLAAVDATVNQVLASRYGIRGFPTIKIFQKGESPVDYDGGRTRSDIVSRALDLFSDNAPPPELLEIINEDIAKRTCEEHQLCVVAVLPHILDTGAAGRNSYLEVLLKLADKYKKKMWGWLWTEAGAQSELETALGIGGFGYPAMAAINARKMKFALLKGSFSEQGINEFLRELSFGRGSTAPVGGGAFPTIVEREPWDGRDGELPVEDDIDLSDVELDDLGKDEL
RAD54 inh: inhibitors of human RAD54 branch migration | Q92698 | RAD54 Holliday junction branch migration, FAM/BHQ fluorescence | inhibition, % at 10.4 µM | 0.14% of 360,000 active;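 active = mean normalized replicate activity at least 40 and at least half of replicates scoring 40 or more; inconclusive = only one of the two criteria met; inactive = mean below 40 and under half of replicates reaching 40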;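 also: 0% = median of neutral control wells and 100% = median of positive control wells; inhibitors cause a drop in the FAM fluorescence signal; in these data hits start at about 50%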
E-sel inducer: E-selectin induction on HUVECs; P16581; HUVEC E-selectin immunofluorescence imaging; normalized: neutral wells 0, TNF-alpha wells 100; activation, % at 7.58 µM; 0.37% of 260,000 active;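 active = mean E-selectin-positive cell signal at least 10% of the positive control, reached in at least 60% of replicates, without over 20% cell loss; inconclusive = no rule given, readout overlaps actives, possibly toxicity-flagged; inactive = the rest, including those meeting only one limit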;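 also: in these data hits start at about 27%; measured in HUVEC primary endothelial cells; signal is the percent of cells scored E-selectin positive by PE staining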
Target sequence (P16581 whole entry, looked up): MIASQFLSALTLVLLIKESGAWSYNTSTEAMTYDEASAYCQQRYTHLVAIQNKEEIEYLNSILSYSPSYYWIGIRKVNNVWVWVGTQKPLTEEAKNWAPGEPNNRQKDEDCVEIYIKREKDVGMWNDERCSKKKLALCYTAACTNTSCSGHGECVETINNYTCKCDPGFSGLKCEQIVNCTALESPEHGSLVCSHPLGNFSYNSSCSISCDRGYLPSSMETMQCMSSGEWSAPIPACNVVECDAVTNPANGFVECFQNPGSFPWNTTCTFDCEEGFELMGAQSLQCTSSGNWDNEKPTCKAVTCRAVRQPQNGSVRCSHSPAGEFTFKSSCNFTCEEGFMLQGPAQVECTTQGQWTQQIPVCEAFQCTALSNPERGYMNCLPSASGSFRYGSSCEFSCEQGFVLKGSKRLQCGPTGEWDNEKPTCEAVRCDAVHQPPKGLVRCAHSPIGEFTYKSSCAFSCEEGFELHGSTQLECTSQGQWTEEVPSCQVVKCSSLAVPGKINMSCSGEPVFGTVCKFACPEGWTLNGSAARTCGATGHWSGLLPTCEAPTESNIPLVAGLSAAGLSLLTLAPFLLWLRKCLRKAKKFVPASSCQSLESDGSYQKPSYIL
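Test system – human umbilical vein endothelial cells (HUVEC), E-selectin induction · Input – 3,000 HUVEC seeded per well · Buffer or medium – EGM-2, gelatin · Compound dosing – single-point compound dose · Detection – immunofluorescence imaging · Measure – percent E-selectin-positive cells · Controls – TNF-alpha high, DMSO low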
ERAP1 HTS inh: blocks human ERAP1 aminopeptidase activity. recombinant ERAP1, Leu-AMC fluorescence, 60 min. inhibition, % at 10.7 µM. 0.15% of 340,000 active. AID 652197;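 active = mean replicate inhibition of at least 30%, or all replicates individually reaching that 30% level; inactive = mean below 30% and not every replicate reaching it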;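 also: 0% = neutral control wells and 100% = L-leucinethiol positive control wells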
RAD52 anneal inh: blocks human RAD52 DNA annealing; P43351; recombinant RAD52 DNA annealing, FRET fluorescence; 0.46% of 360,000 active; inhibition, % at 18.7 µM;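 active = every replicate showing at least 50% inhibition; inconclusive = mean inhibition at least 50% but not in every replicate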
* marks the source's active call; other numbers are inactive results; ? = inconclusive; . = not tested or not shown; & = joins results of further samples.

structure | ERp5 block | RAD52 anneal inh | Xi reactivation | S100A4 inh HTS | ERAP1 HTS inh | RAD54 inh | E-sel inducer | esBAF inh
O=C(COc1cccnc1[N+](=O)[O-])NCc1cccs1 | -11.4 | -15.4 | 0.2 | 0.7 | 2.9 | . | 7.6 | .
O=C(CCNC(=O)c1ccc([N+](=O)[O-])cc1)Nc1cc(C(F)(F)F)ccc1N1CCOCC1 | -0.4 | 1.4 | 0.0 | -9.8 | -6.1 | -7.3 | . | 1.7
NC(=O)/C(=C\c1cccnc1)NC(=O)c1ccccc1 | 5.1 | -4.4 | 0.0 | -0.7 | 0.8 | . | . | .
O=C(NCCc1ccc(C(F)(F)F)cc1)c1ccc2c(c1)OCO2 | 3.5 | -7.6 | -0.1 | 3.5 | 5.1 | -3.6 | . | 12.1
Cc1ccc(C)c(NC2=NC3(CCCCC3)N=C(N)N2)c1 | 3.3 | -10.1 | . | -0.9 | -4.1 | 2.0 | . | -6.8
C[C@@H]1CN([C@@H](C)CO)C(=O)Cc2cc(NS(C)(=O)=O)ccc2O[C@H]1CN(C)C(=O)Nc1ccccc1 | 1.1 | 14.9 | -1.0 | 2.8 | -1.6 | -12.6 | 0.6 | -0.7
Cc1ccc(C(C)C)c(OCc2ccc(C(=O)N/N=C/c3ccc(C(=O)O)cc3)cc2)c1 | -9.7 | -11.4 | 0.1 | -9.8 | -2.3 | . | . | .
COc1ccc(C(=O)Nc2ccccc2C(=O)N2CCCCCC2)cc1 | 8.4 | -13.4 | 0.0 | -5.2 | 0.3 | -1.6 | . | -2.2
COC(=O)C1=C(C)N(C)C(=NCc2cc(OC)c(OC)c(OC)c2)NC1c1cccc(Cl)c1 (centres undefined) | -2.2 | -24.1 | 0.0 | -13.2 | 0.3 | . | 1.1 | .
CC(C)c1cc(CNC(=O)c2cc(COc3cncc(Cl)c3)on2)on1 | 6.1 | -16.4 | 0.1 | -2.2 | 2.1 | 2.5 | . | 18.5
CC(C)NC(=O)N[C@H]1CC[C@H](CCN)O[C@@H]1CO | 1.9 | 0.0 | -0.2 | -19.4 | -1.1 | -4.3 | 0.6 | 0.6
C[C@@H]1CN([C@@H](C)CO)C(=O)c2cccc(NC(=O)Nc3ccc4c(c3)OCO4)c2O[C@H]1CN(C)Cc1ccc(C(F)(F)F)cc1 | 4.4 | 0.7 | 0.2 | 4.1 | -1.0 | 1.6 | . | 26.0
COCC(=O)N(C)C[C@@H]1Oc2cc(C#Cc3ccccc3)ccc2S(=O)(=O)N([C@H](C)CO)C[C@@H]1C | 1.8 | -27.0 | 0.0 | 1.7 | -2.0 | 1.1 | 0.1 | 0.7
COc1cc(CNc2ccc3[nH]c(=O)[nH]c3c2)ccc1OCc1ccccc1 | -2.3 | 0.0 | 0.0 | -3.2 | -5.0 | 3.3 | 0.2 | 25.3
O=C(NCC1CCN(Cc2ccccc2F)CC1)Nc1cc(F)ccc1F | 3.3 | -47.6 | 0.0 | -15.1 | -3.5 | -12.2 | . | -7.5
COc1ccc(C(=O)Nc2ccc(S(=O)(=O)Nc3cnc4ccccc4n3)cc2)cc1 | 1.4 | -8.7 | 0.0 | 12.1 | -0.3 | -3.0 | 1.4 | 0.4
Cc1cc(NS(=O)(=O)c2ccc(NC(=O)C(F)(F)F)cc2)nc(C)n1 | 2.4 | -22.5 | -0.1 | -2.9 | -7.3 | -18.8 | . | 6.9
COc1ccc(-c2nnc(SCC(=O)N(C)C3CCS(=O)(=O)C3)n2C(C)C)cc1 (centres undefined) | -11.4 | -7.6 | -0.1 | -1.9 | -2.3 | -1.6 | -0.1 | -8.8
C[C@H](CO)N1C[C@H](C)[C@@H](CN(C)Cc2ccc3c(c2)OCO3)OCCCC[C@H](C)Oc2ccc(NS(=O)(=O)c3ccccc3)cc2C1=O | 2.3 | 17.9 | 0.2 | 0.2 | -2.8 | -7.2 | . | -2.1
Cc1noc(C)c1NC(=O)Nc1ccc2c(c1)C(=O)N([C@H](C)CO)C[C@H](C)[C@H](CN(C)C(=O)Nc1ccc3c(c1)OCO3)OCCCC[C@@H](C)O2 | -5.4 | -3.2 | 0.3 | 15.9 | -1.9 | -1.8 | -0.4 | -2.8
Cc1cc(C(=O)OC(C)C(=O)Nc2nc(-c3ccccc3)cs2)c(C)o1 (centres undefined) | 7.4 | -20.5 | . | -0.5 | 0.8 | -7.0 | . | -2.5
N#C[C@H]1[C@H](c2ccc(-c3cccnc3)cc2)[C@H](CO)N1C(=O)C1CCC1 | -2.1 | -2.5 | 0.0 | -11.1 | 0.1 | -12.1 | -0.2 | -5.9
CC(=O)/C(N=Nc1cc2c(cc1[N+](=O)[O-])OCCO2)=C(\C)O | 2.4 | -15.9 | 0.0 | 0.5 | -0.2 | . | . | .
COc1cc(-c2nc(CN(C)Cc3nnc(C)o3)c(C)o2)ccc1F | -4.3 | -7.3 | 0.2 | -3.4 | 1.3 | . | . | .
CCOC(=O)c1c(C)n(C)c2cc([N+](=O)[O-])c(O)c([N+](=O)[O-])c12 | 5.4 | -5.8 | . | -4.6 | . | -9.8 | -0.6 | -7.2
CC1(C)CC(NCc2cccc([N+](=O)[O-])c2)CC(C)(C)N1 | -0.3 | 15.5 | 0.0 | -2.4 | 0.5 | 7.0 | 0.0 | -4.3
COc1ccc(Br)cc1C(=O)N/N=C/c1ccc([N+](=O)[O-])cc1 | 10.5 | -36.7 | 0.3 | 3.7 | 4.1 | . | . | .
CCc1noc(C)c1C(=O)Nc1nc(-c2ccc(Cl)cc2Cl)cs1 | ? | -9.1 | -0.1 | -1.0 | 0.4 | . | . | .
C[C@@H]1CN([C@@H](C)CO)S(=O)(=O)c2ccc(C#Cc3cccc(F)c3)cc2O[C@@H]1CN(C)C(=O)CN1CCOCC1 | -0.7 | -1.8 | -0.9 | -4.0 | -2.2 | 1.1 | -0.5 | -0.6
CC(OC(=O)Cc1ccc(Br)cc1)C(=O)NC1CCCCC1C (centres undefined) | 1.6 | -8.4 | 0.2 | -12.6 | 5.6 | -9.4 | . | .
C[C@@H]1CN([C@H](C)CO)C(=O)c2cc(NC(=O)Cn3cnnn3)ccc2O[C@@H]1CN(C)S(=O)(=O)c1ccc(F)cc1 | 6.5 | -25.8 | 0.6 | -9.5 | 1.0 | -2.8 | 0.7 | 1.7
CCCCNC(=O)C[C@@H]1C[C@@]2(C(=O)OC)CCCCC=C2N(CCC2=CCCCC2)C1=O | 15.3 | 10.2 | 0.0 | 1.8 | -2.0 | . | -0.1 | .
Cc1cn([C@H]2C[C@H](O)[C@@H](CCC(=O)NCc3ccc(N(C)C)cc3)O2)c(=O)[nH]c1=O | 2.6 | 3.8 | 0.1 | 4.4 | -1.5 | -2.9 | 0.0 | -7.5
CCOc1ccc(OCCC(=O)OCC(=O)NNC(=O)c2ccccc2)cc1 | 3.9 | -5.3 | -0.1 | 10.0 | 1.9 | . | 1.5 | -1.6
CCCOP(=O)(c1ccc(N(C)C)cc1)C(O)c1ccc(Cl)cc1Cl (centres undefined) | -1.3 | -1.9 | 0.1 | -5.5 | 0.9 | 4.1 | 2.1 | -4.0
CCOc1ccccc1NC(=O)C1CCCC1 | 2.5 | 19.2 | 0.0 | -3.0 | -1.0 | 4.2 | 0.7 | -6.6
Cc1ccc(-c2nc3c(c(=O)c4ccccc4n3C)c(=O)n2Cc2ccco2)cc1 | 0.1 | -28.6 | 0.0 | -3.1 | . | 7.7 | . | .
Oc1ccccc1/C=N/n1c2ccccc2c2ccccc21 | 7.4 | -4.4 | . | -0.6 | -2.6 | -0.6 | . | -1.0
COc1ccc2[nH]c(C(=O)NCCN3CCOCC3)cc2c1 | -0.6 | -7.9 | -0.1 | 8.1 | -2.4 | 6.5 | . | -9.0
CN(c1ccccc1)S(=O)(=O)c1ccc(C(=O)Nc2nnc(C3=COCCO3)o2)cc1 | 0.1 | -18.9 | 0.1 | -2.6 | 9.8 | -0.5 | . | .
Cc1ccc(C(=O)C[n+]2cc(-c3ccccc3)n3c2CCCCC3)cc1 | 3.1 | -2.8 | 0.0 | 1.9 | 4.1 | . | . | -7.1
CN(C)c1ccc(C(CNC(=O)Cc2cccc3ccccc23)N(C)C)cc1 (centres undefined) | 1.1 | 0.7 | 0.1 | 1.5 | 0.4 | 7.7 | . | 0.4
CN(C(=O)CSc1nnc(N)s1)C1CCCCC1 | 0.9 | -4.0 | 0.0 | 41.8 | 1.7 | 6.1 | 0.0 | -0.2
COCCNC(=O)C[C@@H]1C[C@H]2c3cc(N(C)C)ccc3O[C@H]2[C@@H](CO)O1 | 8.6 | -71.2 | 0.1 | -12.1 | -2.0 | -5.3 | 0.2 | -7.7
C[C@H]1CN([C@@H](C)CO)S(=O)(=O)c2ccc(Br)cc2O[C@H]1CN(C)C(=O)NC1CCCCC1 | -1.0&-2.2 | -11.1&-11.6 | 0.4&0.4 | 0.5&6.0 | 0.5&1.8 | 7.5 | -0.1&0.0 | -0.3
Cc1c(-n2cc(C(=O)c3cc(F)ccc3O)cc(C#N)c2=O)c(=O)n(-c2ccccc2)n1C | 2.7 | -80.4 | 0.0 | -4.0 | 3.3 | -1.2 | . | 2.6
Cc1ccccc1Cn1c(C)c(C(=O)NCCC#N)sc1=O | 1.5 | -43.4 | 0.2 | 2.4 | . | -14.7 | . | -1.8
CC1(C)N=C(N)N=C(N)N1CCCCc1ccccc1 | 10.6 | -12.2 | 3.2 | -0.8 | -4.2 | . | 0.2 | -37.6
CCOC(=O)CNC(=O)c1ccc(C#CC2(O)CCCCC2)cc1 | 0.1 | -20.7 | 0.6 | -0.2 | -1.8 | . | . | .
Cc1ccc(S(=O)(=O)N2CCOCC2)cc1NC(=O)COC(=O)COc1ccc(C#N)cc1 | -3.5 | -3.1 | 0.0 | -3.8 | -1.8 | 4.2 | 0.8 | -2.5
O=C(C[C@@H]1CC[C@@H]2[C@H](COC[C@H](O)CN2Cc2cccc(Cl)c2)O1)Nc1nccs1 | 2.6 | 14.7 | 0.0 | -7.9 | 0.8 | 0.7 | 0.1 | 8.9
CCOC(=O)c1c(NC(=S)N2CCOCC2)sc2c1CCN(C(=O)OCC)C2 | -2.1 | -5.0 | 0.1 | 23.4 | -1.4 | -1.8 | 0.2 | .
COC(=O)C1CCN(C(=O)CSc2nc3nc(C)cc(C)n3n2)CC1 | 2.9 | -5.7 | 0.0 | -4.1 | -3.7 | 1.1 | -0.2 | .
O=C(CSc1ncnc2nc[nH]c12)c1ccc([N+](=O)[O-])cc1 | -2.7 | 2.8 | 0.0 | -0.7 | 2.5 | . | 1.4 | .
CSC1=NCCN1C(=O)c1ccc(S(=O)(=O)N(C)C)cc1 | 3.8 | -12.1 | 0.3 | 2.1 | -1.5 | -3.7 | -0.1 | -7.8

Screens from PubChem BioAssay.

Hits appear at their usual frequency. Share with any hit: about 2.5%.
